Screening data deposited in PubChem BioAssay by National Center for Advancing Translational Sciences (NCATS).
Sm TGR block: qHTS Assay for the Inhibitors of Schistosoma Mansoni Peroxiredoxins; Schistosoma mansoni thioredoxin glutathione reductase (TGR), Q962Y6; actives 3% (n = 360,000); purified TGR, DTNB reduction, TNB absorbance 405 nm; Potency, µM (titrated, usually from 114 µM), for inactives: at the top dose activity change, negative = inhibition, actives largely listed as inhibitors; note: nearly all actives have a fitted effect of over 60% in size
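TGR 20 nM + NADPH 100 uM (dispensed conc.), cpd preinc 15 min RT; start with NADPH (500 uM addition) then DTNB (15 mM addition). Kinetic TNB absorbance, 405 nm filter. Four-parameter Hill fit across titration.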
TbPYK inhibitor: qHTS of Trypanosoma Brucei Inhibitors; TbPYK enzyme, Kinase-Glo Plus ATP luminescence, 45 min; Potency, µM (doses to about 76.8 µM), for inactives: top-dose activity, negative = inhibition, hits mostly inhibitors; actives 0.12% (n = 410,000); note: nearly all actives have a fitted effect of over 50% in size
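Activity of T. brucei pyruvate kinase was followed by Kinase-Glo Plus luminescence after the enzyme reacted 45 min at room temperature with 130 uM ADP (final) and substrate. Test compounds were added before ADP at multiple concentrations.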
HCV inh: qHTS Assay for Inhibitors of Hepatitis C Virus (HCV); actives 3.4% (n = 340,000); AID 651820, 2012; Huh7.5.1 HCVcc-Cre infection, luciferase reporter, 44 h; Potency, µM (titrated, usually from 41.8 µM), for the others: top-dose activity change, negative = inhibition, hits mostly inhibitors
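After 44 h co-culture of compound, cells and HCVcc-Cre (~0.5 moi), substrate is added for 15 min at room temperature and luciferase measured over 15 sec. Cells were seeded at 1,000/well and pre-cultured 4 h.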
Pf growth 48h: Primary qHTS for delayed death inhibitors of the malarial parasite plastid, 48 hour incubation; P. falciparum luciferase growth in erythrocytes, 48 h; Potency, µM (series often up to 28.7 µM), inactives show at the top dose activity change, negative = inhibition, usual class: inhibitors; actives 5.9% (n = 310,000); AID 504832, 2011
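Luminescence readout; reporter = integrated firefly luciferase in P. falciparum. RBC culture at 2% hematocrit, 0.1% parasitemia final, 37 C/5% CO2; decreased signal taken as growth inhibition.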
LmPK inhibitor: qHTS Assay for Inhibitors of Leishmania Mexicana Pyruvate Kinase (LmPK); actives 0.37% (n = 290,000); purified LmPK, Kinase-Glo ATP luminescence, 1 h; Potency, µM (titrated, usually from 57.5 µM), without a hit: at the top dose activity change, negative = inhibition, most hits filed as inhibitors; Q27686
Target sequence (Q27686 whole entry, looked up): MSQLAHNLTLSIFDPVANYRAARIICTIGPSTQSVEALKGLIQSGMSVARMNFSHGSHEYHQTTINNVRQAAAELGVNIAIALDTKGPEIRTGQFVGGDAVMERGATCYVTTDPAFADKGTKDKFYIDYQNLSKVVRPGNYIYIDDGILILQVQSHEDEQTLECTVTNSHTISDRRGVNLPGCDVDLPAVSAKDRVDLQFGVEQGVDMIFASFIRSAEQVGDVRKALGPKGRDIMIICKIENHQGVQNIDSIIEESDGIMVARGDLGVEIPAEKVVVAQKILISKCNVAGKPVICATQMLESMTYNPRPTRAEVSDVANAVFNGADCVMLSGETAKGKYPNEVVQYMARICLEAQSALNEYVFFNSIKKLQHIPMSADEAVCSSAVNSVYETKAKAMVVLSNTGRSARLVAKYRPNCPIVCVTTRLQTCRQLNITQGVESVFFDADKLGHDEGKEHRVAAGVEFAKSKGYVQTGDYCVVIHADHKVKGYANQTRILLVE
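Pyruvate kinase activity monitored as ATP production (luciferase luminescence). Conditions: 0.1 nM enzyme, 0.5 mM PEP, 0.1 mM ADP, 1 h, RT; normalized against uninhibited and no-enzyme wells.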
Pf growth 96h: Primary qHTS for delayed death inhibitors of the malarial parasite plastid, 96 hour incubation | actives 6.9% (n = 320,000) | P. falciparum luciferase reporter growth, 96 h | Potency, µM (highest dose often 28.7 µM), without a hit: at the highest dose activity change, negative = inhibition, hits mostly inhibitors
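Luminescence readout: decreased luciferase signal marks inhibited growth of reporter-expressing P. falciparum in infected red cells (2% hematocrit, 0.05% parasitemia final), exposed to compound two generations (96 h, 37 C, 5% CO2).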
Starred values were filed as active, the others as inactive; ? = inconclusive; . = no result given; [ ] = dose if it differs, or a comment. Calls come from the whole dose curve; as a rule, active = well fitted curve in the direction sought with a large enough effect; inconclusive = small, poorly fitted or top-dose-only effect, or another doubt; inactive = no such curve, though single readings can be large; an effect the other way counts as inactive or inconclusive. % is set by controls: 0 for no effect and ±100 for the full control effect; potency is the fitted concentration of half-maximal effect.

Below each compound: HCV inh | LmPK inhibitor | Pf growth 48h | TbPYK inhibitor | Pf growth 96h | Sm TGR block
1: Cc1cc(C)c(S(=O)(=O)Nc2cccnc2)c(C)c1
  0.0% | -1.5% | 9.5% | 0.9% | -0.6% | -4.3%
2: Cc1nn(C2CCS(=O)(=O)C2)c2nc(C3CC3)cc(C(=O)Nc3cccc(C#N)c3)c12 (configuration not stated)
  ? | . | ? | -1.0% | ? | 4.8%
3: CCCCN(C)C1=CC2=CC(=C(C#N)C#N)CCC2CC1 (configuration not stated)
  ? | 5.4% | ? | -15.4% | ? | ?
4: Cc1nn(CC#N)c(=O)n1-c1ccccc1
  -2.6% | 4.0% | 1.6% | 4.1% | . | -6.3%
5: CCOc1ccc2nc(NC(=O)C(NS(=O)(=O)c3cccc4nsnc34)C(C)C)sc2c1 (configuration not stated)
  ? | 1.5% | . | 2.9% | 9.5% | 1.0%
6: CCCS(=O)(=O)c1nc(S(=O)(=O)c2ccc(C)cc2)c(NCc2ccco2)s1
  ? | 5.8% | 11.7µM* | -4.6% | ? | 17.8µM*
7: COc1ccc(CCN2C(=O)c3[nH]nc(-c4ccccc4O)c3C2c2ccc(C)cc2)cc1OC (configuration not stated)
  ? | 2.3% | 9.28µM* | 7.6% | 45.3%[activator] | -4.8%
8: COc1cccc(-n2cnc3scc(-c4cccs4)c3c2=O)c1
  11.2µM* | -0.7% | -25.2% | -5.8% | . | 4.3%
9: C#CCOc1nc(Nc2cccc([N+](=O)[O-])c2)nc(OCC#C)n1
  ? | 11.8% | ? | -4.3% | 26.5% | -6.3%
10: CN(C)S(=O)(=O)c1ccc(Cl)c(NC(=O)COC(=O)c2ccc(O)cc2)c1
  3.6% | 1.3% | -14.7% | 2.3% | -17.8% | -1.8%
11: Cc1ccccc1OCCOc1ccccc1C=C(C#N)C#N
  3.4% | 5.5% | 13.9% | . | 161.3%[activator] | 3.98µM*
12: CCOc1ccc(/C=N/NC(=O)CNC(=O)c2ccc(S(=O)(=O)N3CCOCC3)cc2)cc1
  18.3% | 0.0% | -17.5% | -0.4% | 20.0% | 3.8%
13: CCOc1cc(/C=C(\C#N)C(=O)Nc2cccc(C(=O)O)c2)ccc1OCc1ccccc1Cl
  8.8% | 0.7% | 8.4% | -3.1% | 1.6% | -10.7%
14: Cc1cc(N2C(=O)C3CC=CC(C)C3C2=O)no1 (configuration not stated)
  12.4% | 4.1% | 12.8% | 2.7% | 20.8% | ?
15: Cc1ccc(CNC(=O)c2ccc(-n3cccc3)cc2)cc1
  17.7% | -0.4% | 9.0% | -7.0% | ? | -19.1%
16: Cc1c(C(=O)Nc2ccc3c(c2)OCCO3)sc2ncnc(N3CCCCC3C)c12 (configuration not stated)
  11.2µM* | 9.4% | ? | 6.5% | 0.0% | 4.3%
17: Fc1ccc2[nH]c3c(NCCN4CCOCC4)ncnc3c2c1
  ? | -3.4% | 3.29µM* | -7.5% | 4.15µM* | -0.5%
18: Cc1cccc(-n2c(/C=C/c3ccc([N+](=O)[O-])o3)nc3ccccc3c2=O)c1
  10µM* | 3.0% | ? | 2.8% | 69.9%[activator] | ?
19: Cc1nn(C)c(C)c1CNC(=O)c1cc2n(n1)C(C(F)(F)F)CC(c1cccs1)N2 (configuration not stated)
  ? | 1.5% | -6.2% | -1.7% | 7.38µM* | -6.8%
20: CC1CCCCC12NC(=O)N(CC(=O)N(C)Cc1nc3ccccc3c(=O)[nH]1)C2=O (configuration not stated)
  14.6% | . | -14.2% | 0.0% | -14.4% | -0.2%
21: Cc1ccc(S(=O)(=O)Nn2cnnc2)cc1
  31.5%[activator] | 4.3% | 12.0% | -2.4% | 5.6% | 10.8%
22: COc1ccc(C(=O)NNC(=O)C(=O)N2CCCCC2)cc1OC
  -6.0% | -7.1% | 3.0% | -25.1% | -20.0% | 0.5%
23: Cc1ccc(CNC(=O)CCS(=O)(=O)c2ccc(C)cc2)cc1
  16.8% | -0.2% | 0.0% | -3.7% | 9.3% | -13.7%
24: O=C(COC(=O)COc1ccc(Cl)cc1)NCCNC(=O)COC(=O)COc1ccc(Cl)cc1
  4.6% | . | 32.0%[activator] | 3.6% | 19.5% | 0.5%
25: CCOc1ccc(S(=O)(=O)c2c(C(=O)c3ccc(C)cc3)cnc3cc4c(cc23)OCCO4)cc1
  -12.5% | -1.6% | ? | -2.4% | ? | -4.5%
26: N#C/C(=C\Nc1ccc(Cl)cn1)S(=O)(=O)c1ccccn1
  8.7% | 0.4% | 47.1%[activator] | 0.6% | 39.0%[activator] | 5.5%
27: CCCCCOC(=O)c1ccc(OC(=O)c2cncc(Br)c2)cc1
  -13.6% | 1.5% | 53.8%[activator] | 1.1% | 0.0% | 8.8%
28: Cn1c(=O)c([N+](=O)[O-])c(NCCCn2ccnc2)c2ccccc21
  11.5% | -2.4% | 36.1%[activator] | 7.7% | 39.3%[activator] | -1.0%
29: C/C(=N/NC(=O)CNc1ccc(C)cc1)c1ccc(Cl)cc1
  -10.5% | -1.7% | 4.8% | 4.8% | 4.9% | -16.4%
30: Cc1cc(C)n(CCOC(=O)C2C(C=C(Cl)Cl)C2(C)C)n1 (configuration not stated)
  2.2% | 10.5% | -6.1% | -2.0% | . | 0.1%

Overlap with the part before: five entries, then new ones.
Below each compound: HCV inh | LmPK inhibitor | Pf growth 48h | TbPYK inhibitor | Pf growth 96h | Sm TGR block
26: N#C/C(=C\Nc1ccc(Cl)cn1)S(=O)(=O)c1ccccn1
  8.7% | 0.4% | 47.1%[activator] | 0.6% | 39.0%[activator] | 5.5%
27: CCCCCOC(=O)c1ccc(OC(=O)c2cncc(Br)c2)cc1
  -13.6% | 1.5% | 53.8%[activator] | 1.1% | 0.0% | 8.8%
28: Cn1c(=O)c([N+](=O)[O-])c(NCCCn2ccnc2)c2ccccc21
  11.5% | -2.4% | 36.1%[activator] | 7.7% | 39.3%[activator] | -1.0%
29: C/C(=N/NC(=O)CNc1ccc(C)cc1)c1ccc(Cl)cc1
  -10.5% | -1.7% | 4.8% | 4.8% | 4.9% | -16.4%
30: Cc1cc(C)n(CCOC(=O)C2C(C=C(Cl)Cl)C2(C)C)n1 (configuration not stated)
  2.2% | 10.5% | -6.1% | -2.0% | . | 0.1%
31: CCN(CC)CCCNC(=O)c1cc2c(-c3cccc(OC)c3)nn(C)c2s1
  11.2µM* | -8.5% | 8.28µM* | 3.6% | 80.1%[activator] | 11.6%
32: COc1cccc(NC(=O)Cc2nnc(SCC(=O)NC3=NCCS3)n2C)c1
  -6.6% | -2.9% | -16.5% | -11.1% | 17.0% | 9.8%
33: COc1cc(/C=C/C(=O)O)cc(OC)c1
  15.6% | -1.3% | 31.3%[activator] | 4.3% | 35.4%[activator] | 1.5%
34: CN(C)c1ccc2nc3c(=O)[nH]c(=O)nc-3n(CC(O)C(O)C(O)CO)c2c1 (configuration not stated)
  -5.7% | -14.2% | 4.15µM* | -19.5% | 44.2%[activator] | 9.3%
35: CC(C)NC(=O)COc1coc(CN2CCN(c3cccc(Cl)c3)CC2)cc1=O
  3.1% | -23.0% | 2.4% | 0.6% | 11.7µM* | -9.5%
36: O=C(NCc1cccs1)c1cc2c(s1)CCCC2
  ? | -10.2% | 120.2%[activator] | -6.3% | 111.0%[activator] | 6.6%
37: Cc1ccnc(NC(=O)c2cccc(S(=O)(=O)N3CCN(c4ccccc4)CC3)c2)c1
  ? | . | 17.3% | 5.9% | -69.6% | -2.1%
38: COc1ccc(-n2nnnc2SCC(=O)Nc2ccc(OC)cc2OC)cc1
  ? | 1.5% | 0.0% | -4.0% | 0.0% | -26.3%
39: Cc1ccc(C(=O)N/C(=C\c2ccc(C)o2)C(=O)O)cc1
  12.5% | 2.6% | 23.4% | 2.8% | ? | -30.3%
40: CSc1ccc(S(=O)(=O)N2CCC(C(=O)N3CCOCC3)CC2)cc1
  11.4% | -6.1% | 3.0% | -0.2% | 8.9% | -8.3%
41: COc1ccc(C(=O)COC(=O)CN2C(=O)C3C4C=CC(C5CC45)C3C2=O)cc1 (configuration not stated)
  30.8%[activator] | 1.0% | 8.1% | 0.0% | 4.6% | 3.0%
42: O=[N+]([O-])c1cc([N+](=O)[O-])c(Oc2cncc(Cl)c2)cc1NN1CCCCC1
  13.0% | -6.3% | ? | -8.0% | ? | -12.1%
43: O=C(C1CCN(S(=O)(=O)N2CCOCC2)CC1)N1CCOCC1
  12.6% | -0.6% | -1.0% | -2.6% | 372.9%[activator] | 0.0%
44: COc1ccc(CNC(=O)CSc2nnnn2C)cc1OC
  20.7% | 1.8% | -5.8%[5.75 µM] | 3.8% | 17.8% | 12.6%
45: Cc1cccn2cc(-c3ccc(NC(=O)Cc4ccccc4)cc3)nc12
  0.2% | -1.3% | 14.7% | 5.5% | 148.3%[activator] | 8.1%
46: CC1(C)Oc2ccc3ccc(=O)oc3c2/C(=C/NCCN/C=C2\C(=O)C(C)(C)Oc3ccc4ccc(=O)oc4c32)C1=O
  . | 7.2% | . | . | ? | -23.6%
47: COc1ccc(NC(=O)c2cc3ccccc3oc2=O)c(OC)c1
  -18.2% | -0.6% | ? | 6.7% | ? | 1.1%
48: O=C(NC1=NCCS1)c1cccc(S(=O)(=O)N2CCOCC2)c1
  13.0% | . | -15.9% | 1.3% | -10.4% | -15.2%
49: Cc1ccc(CS(=O)(=O)CCC(=O)N2CCC3(CC2)OCCO3)cc1
  3.3% | -3.5% | 11.3% | -6.9% | 48.8%[activator] | -27.9%
50: O=C(CN1C(=O)c2ccc([N+](=O)[O-])cc2C1=O)Nc1ccccc1N1CCCC1
  -6.2% | . | 13.7% | -2.6% | 11.7% | -10.8%
51: CCn1nc(C(=O)Nc2nc3ccccc3[nH]2)c2ccccc2c1=O
  -1.8% | 0.1% | 5.3% | 2.7% | -12.8% | -19.1%
52: Cc1cc(C(=O)N2CCN(CCc3ccccc3)CC2)no1
  15.7% | 2.5% | 11.5% | -2.4% | ? | -5.3%
53: O=C(CCc1ccccc1)N1CCCC1
  14.0% | 0.6% | 13.0% | 0.7% | ? | -13.9%
54: CC(CCC(=O)O)C1CCC2C3CCC4C[C@H](O)CCC4(C)C3CC(=O)C12C (some centres not stated)
  24.9% | 9.0% | 11.1% | 6.8% | 25.9% | 15.2%
55: CC(Cc1ccccc1)C(=O)NCc1ccccn1 (configuration not stated)
  13.1% | 0.9% | 10.0% | 1.0% | -1.8% | 0.1%
56: O=C(COC(=O)c1ccc(Br)o1)NCCNC(=O)COC(=O)c1ccc(Br)o1
  1.3% | . | -1.6% | 2.4% | -2.7% | -1.6%
57: CCSc1ccccc1C(=O)Nc1ccc([N+](=O)[O-])cc1OC
  ? | -0.6% | ? | 3.0% | -1.6% | .
58: CCSC1=NCCN1S(=O)(=O)c1ccc(Cl)cc1
  21.8% | 3.0% | 6.1% | 2.3% | -22.3% | 2.6%
59: CCc1ccc(CN2CC(C(=O)O)CC2=O)cc1 (configuration not stated)
  -4.3% | 4.7% | -2.2% | -18.7% | . | -20.0%
60: Cc1ccc(COc2ccccc2C(=S)N2CCCC2)cc1
  ? | -1.1% | 19.6%[5.75 µM] | -9.4% | 9.2% | 10.4%
